PKA-R1A act = activators of PKA-R1A complex; P00514+P68181; PKA-R1A dissociation, Cy5-IP20 fluorescence polarization; scaled: DMSO 0%, 113 µM cGMP 100%; activation, % at 11.4 µM; actives 0.083% (n = 340,000); AID 504707;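 active means percent activation above the mean of all tested compounds plus 3 SD, cut at about 19% in these data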;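 further: higher means more PKAc released from R1A so a rise in polarization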
Mot1-301 SUMO = inhibitors of SUMOylation pathway: yeast Mot1-301 growth rescue | S. cerevisiae Mot1-301 growth rescue, ATP luminescence, 38.5C; percent above DMSO median, 100 means doubled | growth rescue, % at 18.8 µM | actives 1% (n = 320,000);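 active means every valid replicate shows activation above 250% relative to neutral control wells; inactive means the rest, any valid replicate at or below 250%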;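 further: OY570 slx delta 5 strain wells were the positive control but not used for scaling; some compounds called inactive have numbers as strong as hits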
MITF act = activators of MITF-driven TRPM1 promoter activity in SK-MEL-5 cells; SK-MEL-5 TRPM1-promoter luciferase, 24 h; % of positive control, neutral wells = 0; activation, % at 12.5 µM; actives 0.75% (n = 300,000); AID 588334;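 active means mean activation of at least 80% with every replicate also reaching 80%; inconclusive means mean reaches 80% but some replicate falls short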;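 further: 0% = neutral control wells and 100% = parthenolide positive control wells; values of inactives mirror those of a sister screen read the other way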
CDK5 p35 inh = blocks human CDK5/p35 kinase activity; inhibition, % at 10 µM; AID 488839; actives 0.01% (n = 330,000); Recombinant CDK5/p35, ADP-Glo luminescence, 60 min;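 active means highest replicate inhibition of at least 50% and at least 75% of replicates reaching 50%; inconclusive means only one of the two criteria met; inactive means both criteria failed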;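 further: plate controls were DMSO neutral control for no effect and GW8510 at 10 µM for full effect; many of its hits are not listed in these tables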
Target sequence (Q00535 whole entry, looked up): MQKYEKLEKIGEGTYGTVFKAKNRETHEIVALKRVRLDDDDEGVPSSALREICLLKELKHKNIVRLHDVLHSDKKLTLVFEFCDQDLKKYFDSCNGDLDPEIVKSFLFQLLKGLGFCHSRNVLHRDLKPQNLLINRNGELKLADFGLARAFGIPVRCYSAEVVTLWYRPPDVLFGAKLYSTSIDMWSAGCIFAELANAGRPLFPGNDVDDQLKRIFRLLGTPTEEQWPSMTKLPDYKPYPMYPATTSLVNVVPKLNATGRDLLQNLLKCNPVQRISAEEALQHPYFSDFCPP
Target sequence (Q15078 whole entry, looked up): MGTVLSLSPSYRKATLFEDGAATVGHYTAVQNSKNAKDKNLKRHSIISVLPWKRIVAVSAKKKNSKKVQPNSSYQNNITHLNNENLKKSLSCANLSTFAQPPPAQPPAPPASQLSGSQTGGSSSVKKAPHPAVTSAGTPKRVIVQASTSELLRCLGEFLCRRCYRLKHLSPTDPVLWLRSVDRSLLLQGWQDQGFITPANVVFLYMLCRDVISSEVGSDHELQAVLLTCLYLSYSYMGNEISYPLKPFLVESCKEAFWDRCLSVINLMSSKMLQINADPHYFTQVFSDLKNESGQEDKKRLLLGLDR
Pemphigus Ab inh = inhibitors of pemphigus antibody binding to human desmoglein-3 | P32926 | DSG3-coupled beads, scFv-anti-DSG3-GFP binding, flow cytometry; hits give low values | binding (percent of control), % at 10 µM | actives 0.48% (n = 310,000) | AID 588358;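 active means binding more than 3 SD below its plate's average and above zero; inconclusive means below that plate limit but binding exactly zero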;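 further: hits lower antibody fragment binding to DSG3; some compounds called inactive have numbers as strong as hits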
SR-BI uptake up = activators of SR-BI mediated HDL lipid uptake; CHO ldlA[mSR-BI] cells, DiI-HDL uptake fluorescence, 3 h; 100 = double the neutral-control signal; activation, % at 12.5 µM; actives 0.096% (n = 320,000);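 active means mean replicate activation of at least 60% and every replicate at or above 60%; inconclusive means mean or all-replicate condition met, but not both; inactive means mean below 60% and not all replicates reaching 60%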;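 further: 0% = median plate neutral-control signal and 100% = twice that signal; values of inactives mirror those of a sister screen read the other way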
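Test system: SR-BI-overexpressing, LDLR-lacking CHO cells. Measured by: DiI fluorescence, bottom read. Medium: Ham's F12 with 0.5% BSA, HEPES 25 mM, pH 7.4. Timing: 3 h uptake period with compound, 37 °C.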
NSD2 inh = NSD2 (human) methyltransferase inhibition; actives 0.54% (n = 310,000); inhibition, % at 12.5 µM; NSD2 peptide methylation, AlphaScreen, 120 min; in the data active means inhibition above about 50%
SR-BI HDL uptake = blocks mouse SR-BI lipid uptake from DiI-HDL; Q61009; ldlA[mSR-BI] CHO cells, DiI-HDL uptake fluorescence, 3 h; inhibition, % at 12.5 µM; actives 0.96% (n = 320,000); AID 488896;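 active means mean replicate inhibition of at least 70% and a set share of replicates each scoring 70 or more; inconclusive means meets just one of the two criteria; inactive means fails both criteria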;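 further: 0% = median of neutral control wells and 100% = median of positive control wells; values of inactives mirror those of a sister screen read the other way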
Arrestin-AP2 inh = blocks beta-arrestin peptide binding to AP2 adaptin; FITC-arrestin peptide / GST-AP2 beads, flow cytometry; AP2 beta2 appendage carries R879A mutation; inhibition, % at 10 µM; actives 0.31% (n = 340,000);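 active means inhibition above a set limit, near 3 SD of compounds lacking own fluorescence, cut at about 54% in these data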;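 further: plate controls were DMSO wells for no effect and 5 µM unlabelled arrestin peptide for full effect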
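test system = AP2 appendage R879A on GSH beads | buffer or medium = PBS plus Tween 20 (0.05%) and BSA (0.1%) | incubation = 12 min plus 1 h, RT | detection = bead flow cytometry, FITC channel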
dFosB act = activators of mouse delta FosB homodimer | P13346 | purified delta FosB, TAMRA-CDK5 oligo fluorescence polarization; percent of positive-control signal above neutral wells | activation, % at 25 µM | actives 0.99% (n = 340,000);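 active means mean activation above about 17%, with every replicate also reaching it, limit read from the data, passing the limit was not always enough; inconclusive means only one of the two conditions met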;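 further: fluorescence polarization rise as delta FosB binds a TAMRA Cdk5 AP-1 oligo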
PKA-R2B act = activators of human PKA-R2B complex; activation, % at 11.4 µM; PKA-R2B holoenzyme dissociation, Cy5-IP20 fluorescence polarization; R2B truncated from residue 108, S112A mutant; 0% DMSO only, 100% 113 µM cGMP; P22694+P31323; actives 0.079% (n = 340,000);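 active means activation above a cutoff set at the mean over all compounds plus 3 SD, cut at about 18% in these data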;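 further: higher means more holoenzyme dissociation and a rise in polarization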
Target sequence (P31323 whole entry, looked up, other chains not shown, the tested form may be a part): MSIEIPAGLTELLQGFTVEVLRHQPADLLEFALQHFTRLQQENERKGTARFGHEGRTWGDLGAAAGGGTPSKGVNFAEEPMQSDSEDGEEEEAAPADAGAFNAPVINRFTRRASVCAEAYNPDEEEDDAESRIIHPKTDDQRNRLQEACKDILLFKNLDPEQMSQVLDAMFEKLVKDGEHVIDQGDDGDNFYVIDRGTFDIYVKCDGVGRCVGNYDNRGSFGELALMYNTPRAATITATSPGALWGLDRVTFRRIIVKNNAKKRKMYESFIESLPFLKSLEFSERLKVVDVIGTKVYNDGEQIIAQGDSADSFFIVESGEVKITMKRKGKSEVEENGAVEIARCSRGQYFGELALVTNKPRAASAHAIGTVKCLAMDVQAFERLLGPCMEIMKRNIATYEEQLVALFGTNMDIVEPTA
Numbers without * were called inactive; ? = inconclusive; nt = not tested or not shown. The order is random. About 4.7% of those tested had a hit in this group.

MITF act	Arrestin-AP2 inh	NSD2 inh	dFosB act	CDK5 p35 inh	PKA-R1A act	SR-BI uptake up	SR-BI HDL uptake	Pemphigus Ab inh	Mot1-301 SUMO	PKA-R2B act	smiles
-2	1	-2	-11	-0.4	1	12	-12	104	0	4	Cc1csc(CN(C)C(=O)CC2C(=O)NCCN2CC(C)(C)C)n1 (stereo not drawn)
-51	7	5	-13	1.1	-17	15	-15	nt	-5	-5	O=C(OCC(=O)N1CCCC1=O)c1nc(Cl)c(Cl)c(Cl)c1Cl
-1	-5	1	-2	-0.1	2	1	-1	100	4	5	Cn1c(=S)oc2ccccc21
nt	0	-4	-9	-1.3	2	4	-4	120	18	-5	O=C(NCCc1ccccc1)c1c[nH]c2c(F)cccc2c1=O
1	-5	1	8	0.1	-2	10	-10	nt	nt	10	N=c1ccn(O)cc1CCc1ccccc1
61	0	nt	-15	3.8	5	-40	40	103	nt	9	Oc1[nH]c2ccccc2c1C=Nc1ccc2c(c1)OCCO2
-3	26	2	-5	0.3	-1	-13	13	101	-13	0	COc1ccccc1N1CCN(C(=O)c2cc(-c3ccc(Cl)c(Cl)c3)on2)CC1
1	-8	-1	-10	-0.2	-1	-13	13	98	-22	4	CCOC(=O)CNC(=O)CSc1ncnc2c1cnn2-c1ccccc1
nt	-16	-1	1	6.9	-9	-5	5	109	20	1	Oc1ccc(/C=N/n2c(-c3ccccc3)n[nH]c2=S)cc1
-12	1	2	-6	1.5	-6	-2	2	113	3	-3	CC(=O)Nc1cc(NC(C)=O)cc(C(=O)OCC(=O)N2CC(C)OC(C)C2)c1 (stereo not drawn)
5	20	-2	-4	-1.2	3	14	-14	99	26	-16	COc1ccc(/C=C/c2n[nH]c(=O)c(C#N)c2C)cc1
-1	31	0	-3	0.3	7	12	-12	104	-19	5	O=C(CCCN=C1NS(=O)(=O)c2ccccc21)OCC(=O)c1ccc(F)cc1
7	-1	1	-7	0.5	-3	32	-32	104	1	9	CCCN(C(=O)CSc1nc2c(cnn2-c2ccccc2)c(=O)[nH]1)C1CCS(=O)(=O)C1 (stereo not drawn)
-4	-7	1	-2	0.7	-14	-32	32	109	6	5	COc1cc(OC)cc(C(=O)N2CCC(C(=O)Nc3ccc4c(c3)OCCO4)CC2)c1
3	19	-14	-9	-1.1	7	22	-22	103	115	3	COc1ccccc1CNC(=O)C1CCN(S(=O)(=O)c2ccc3c(c2)OCCO3)CC1
-1	-6	-5	0	0.3	-3	8	-8	94	179	-6	C/C(N)=C(\C#N)C(=O)NCCc1ccccn1
9	12	-1	-6	-2.0	7	13	-13	98	-10	5	COC(=O)CSc1nnc(-c2ccc(OC)c(OC)c2)o1
nt	15	1	7	1.1	-3	15	-15	77	nt	-16	O=C(Nc1cccnc1Cl)c1cc(-c2ccco2)on1
-18	-22	5	2	-0.9	-5	16	-16	102	-11	-9	CCOc1ccccc1C(=O)NN1C(=O)C2CCCCC2C1=O (stereo not drawn)
-3	-6	-2	-3	-2.3	-10	20	-20	100	159	-4	CCOc1ccc(S(=O)(=O)N(C)CC(=O)NC2CC2)cc1
0	-13	12	0	-1.3	-6	6	-6	97	304*	-11	O=C1OC(/C(=C\Nc2ccc(F)cc2F)[N+](=O)[O-])c2ccccc21 (stereo not drawn)
-15	46	-1	-11	3.1	-4	8	-8	97	-12	-4	CCN(C(=O)CC(C)C)c1nnc(Cn2nnc3ccccc32)s1
14	-8	0	-14	1.2	-1	21	-21	107	101	-14	O=C(COC(=O)C1CCN(c2ccc(C(F)(F)F)cn2)CC1)Nc1ccc(F)cc1[N+](=O)[O-]
nt	12	32	0	0.4	-1	nt	nt	93	32	-2	CCN1CNC(=S)N(c2cccc(C)c2)C1
nt	2	0	-4	-8.2	1	13	-13	103	-22	7	Cc1onc(-c2ccccc2)c1C(=O)NNC(=S)NC(=O)c1ccc2c(c1)OCO2
2	-2	-1	-14	0.7	-1	-17	17	99	9	-10	COCCn1c(N)c(N(Cc2ccccc2)C(=O)CSCC(=O)Nc2ccc(OC)cc2)c(=O)[nH]c1=O
nt	-2	-2	?	0.3	-10	-37	37	103	3	2	Cc1cccc(-n2nnc(C(=O)Nc3ccc(F)cc3)c2N)c1
-5	-8	nt	-1	-4.3	-10	10	-10	nt	-3	-1	O=C(NCCCN1CCCC1=O)NC12CC3CC(CC(C3)C1)C2
12	-28	0	1	-0.2	-10	3	-3	92	nt	1	COc1ccc(C(=O)CSc2nnc(CNC(=O)c3ccc(OC)c(OC)c3)n2C)cc1
-12	10	-2	1	-1.8	-3	1	-1	126	4	0	C=CCNC(=S)NNC(=O)C(CCCC)CC(C)O (stereo not drawn)
-4	-7	-2	0	0.0	8	9	-9	107	6	-6	N#CCCN(CCC#N)C(=O)COc1ccc(Cl)cc1Cl
-5	15	-3	-11	0.7	-3	-19	19	103	nt	7	Cc1nc(-c2ccc(F)cc2)c(CC(=O)N2CCN(S(=O)(=O)c3cccc([N+](=O)[O-])c3)CC2)s1
-3	1	nt	-8	0.9	-3	5	-5	110	35	2	CC1CCCCC1NS(=O)(=O)c1ccc(S(=O)(=O)N2CCN(CCC#N)CC2)cc1 (stereo not drawn)
-6	2	0	0	0.0	-9	-9	9	105	-5	-5	CCn1cc(Cl)c(C(=O)NNC(=O)CCn2nc(C)c([N+](=O)[O-])c2C)n1
4	28	8	4	0.3	-10	2	-2	115	20	7	Cc1cc(F)c(F)c(C(=O)N2CCCCC2C)c1Cl (stereo not drawn)
23	8	-1	-4	2.0	-24	-23	23	nt	2	-5	COc1ccccc1NC(=O)c1nn(-c2ccc(F)c(F)c2)ccc1=O
-1	2	0	0	-2.2	7	nt	nt	98	1	9	CCC(CC)C(=O)c1c[nH]c(C(=O)NCCCN2CCOCC2)c1
-2	-3	-3	54*	-1.1	8	-45	45	98	4	9	CCN(CC)S(=O)(=O)c1ccc(Cl)c(NC(=O)c2cc(Cl)cc(Cl)c2)c1
-14	-5	-3	1	0.1	-19	-17	17	103	0	-7	CCc1ccc(CCC(=O)Nc2sc(C)c(C)c2C(=O)OC)o1
-10	-10	-1	-9	-0.2	2	-2	2	86	-8	-11	COc1cccc(NS(=O)(=O)c2ccc3c(c2)CCN3C(C)=O)c1
nt	8	2	-5	-0.9	-11	-44	44	93	-13	12	C=CCn1c(SCC(=O)Nc2cc(C)c(Cl)cc2OC)nnc1-c1ccco1
nt	40	-3	-2	1.2	9	39	-39	117	6	2	O=S(=O)(NCCc1ccccc1)c1ccc(F)cc1
10	-7	55*	7	-2.6	-5	10	-10	129	6	-7	Cc1ccc(C(=O)NCCn2c(N)c(C#N)c3nc4ccccc4nc32)cc1
26	13	-2	-11	-0.3	4	-17	17	101	-21	-11	Cc1ccc(C(=O)n2nc(-c3ccccc3)nc2NCc2ccco2)cc1
-2	-4	-1	-7	-0.2	-12	-9	9	nt	-7	0	Cc1c(NS(=O)(=O)c2cccc(C(=O)Nc3ccccc3)c2)c(=O)n(-c2ccccc2)n1C
5	10	-7	12	0.5	-18	5	-5	109	nt	-6	O=C1C=C(NCC2CCCO2)CC(c2ccccc2)C1 (stereo not drawn)
5	-3	8	-6	-4.2	-5	6	-6	103	nt	-8	CCCn1c(N)c(C(=O)CN(C)CC(=O)Nc2c(C)cc(C)cc2C)c(=O)[nH]c1=O
-4	33	-1	18*	0.2	10	27	7	102	237	6	CCOc1ccc2[nH]c3c(=O)n(CCc4ccc(OC)cc4)cnc3c2c1
-5	22	-3	-6	-0.8	6	5	-5	104	-14	-5	CCOc1ccccc1NC(=O)NNC(=O)COc1cccc(C)c1C
-1	-1	6	-4	1.6	nt	25	-25	nt	-14	nt	CC(C)(C)C(=O)/C(C#N)=C/c1ccc(O)cc1

More records follow.
MITF act	Arrestin-AP2 inh	NSD2 inh	dFosB act	CDK5 p35 inh	PKA-R1A act	SR-BI uptake up	SR-BI HDL uptake	Pemphigus Ab inh	Mot1-301 SUMO	PKA-R2B act	smiles
nt	3	-2	1	-0.9	-1	-1	1	nt	-5	-7	CC(C)COP(=O)(c1ccc(N(C)C)cc1)C(O)c1ccncc1 (stereo not drawn)
-13	23	-2	-4	-0.8	-12	6	-6	113	-7	9	CCC(Sc1ccc2nnc(-c3cccnc3)n2n1)C(=O)OC (stereo not drawn)
29	22	-1	-7	-1.5	-6	-35	35	105	-1	2	COC(=O)c1sccc1NC(=O)Nc1ccc(Cl)c(Cl)c1
4	-19	-3	1	-0.7	nt	-3	3	108	-9	nt	CN(C)c1ccc(/C=N/NC(=O)CCCO)cc1
nt	34	2	4	0.0	2	40	-40	102	2	-6	CCOc1ccc(NCCC#N)cc1
5	-2	1	-2	-0.1	-12	-8	8	78	-1	4	C=CCn1c(=O)c2c3c(sc2n2c(Nc4ccc(C(=O)OCC)cc4)nnc12)CCCC3
7	-3	0	-1	-2.3	-14	27	-27	107	nt	-7	CCc1ccc(NC(=O)CN(c2ccc(OC)cc2)S(=O)(=O)c2c(C)[nH]c(=O)[nH]c2=O)cc1
3	12	nt	-5	-1.0	-5	15	-15	100	0	-1	C=CCNC(=O)c1onc(CSc2cccc(Cl)c2)c1C(=O)O
-6	22	nt	-1	2.5	2	16	-16	103	-5	-1	O=[N+]([O-])c1cccc(S(=O)(=O)NCCc2cn3ccccc3n2)c1
-29	-23	-1	-44	-4.9	-9	-12	12	107	nt	-3	O=C(/C=C/c1cn(-c2ccccc2)nc1-c1cccnc1)N1CCCC1
6	-9	1	2	-0.6	10	3	-3	125	18	-8	O=c1c(Cl)c(NC2CC2)cnn1-c1ccccc1
11	10	0	-9	1.2	-7	15	-15	nt	-8	11	COc1cc(C2Nc3ccccc3C(=O)N2NS(C)(=O)=O)c([N+](=O)[O-])cc1OC (stereo not drawn)
0	14	-2	4	0.9	-5	-8	8	81	11	-6	Cc1ccc(Sc2ncnc(N)c2[N+](=O)[O-])cc1
-12	3	1	0	1.2	0	18	-18	102	69	-11	COc1ccc(OC)c(CN2CCCC(C(=O)N3CCCCC3)C2)c1 (stereo not drawn)

Compound activity deposited in PubChem BioAssay by several laboratories.
